APP 5UTR inh – inhibitors of APP translation via 5'UTR reporter, primary screen, APP 5'UTR luciferase, SH-SY5Y cells. 0.82% of 190,000 active. inhibition, % at 2 µM. SH-SY5Y APP 5'UTR-luciferase reporter, luminescence;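 active means inhibition above a set limit, derived from the sample mean plus 3 SD, cut at about 45% in these data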; further: values of inactives mirror those of a sister screen read the other way
STAT1 activator – STAT1 signaling activators, primary screen, cell-based, HTS, luciferase reporter | NIH 3T3 STAT1-luciferase reporter, IFN-gamma, luminescence; 100% = IFN-gamma alone, no compound | activation (% of control), % at 5.5 µM | 2.6% of 200,000 active;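 active means activation above the screen-wide mean activation plus 3 SD, cut at about 130% in these data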;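 further: raw ratio to IFN-gamma control signal so 100% means no change and 0% no light; values of inactives mirror those of a sister screen read the other way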
TLR4-MyD88 BLA – inhibitors of TLR4-MyD88 association in cells, primary screen, cell-based, HeLa CL3-4, BLA complementation, FRET ratio; Toll-like receptor 4 (Homo sapiens) + Myeloid differentiation primary response protein …; HeLa CL3-4 TLR4/MyD88 BLA complementation; inhibition, % at 8.4 µM; 0.18% of 200,000 active; AID 861, 2007; in the data active means inhibition above about 25%;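 further: 0% = vehicle and 100% = reference inhibitor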
Target sequence (O00206 whole entry, looked up): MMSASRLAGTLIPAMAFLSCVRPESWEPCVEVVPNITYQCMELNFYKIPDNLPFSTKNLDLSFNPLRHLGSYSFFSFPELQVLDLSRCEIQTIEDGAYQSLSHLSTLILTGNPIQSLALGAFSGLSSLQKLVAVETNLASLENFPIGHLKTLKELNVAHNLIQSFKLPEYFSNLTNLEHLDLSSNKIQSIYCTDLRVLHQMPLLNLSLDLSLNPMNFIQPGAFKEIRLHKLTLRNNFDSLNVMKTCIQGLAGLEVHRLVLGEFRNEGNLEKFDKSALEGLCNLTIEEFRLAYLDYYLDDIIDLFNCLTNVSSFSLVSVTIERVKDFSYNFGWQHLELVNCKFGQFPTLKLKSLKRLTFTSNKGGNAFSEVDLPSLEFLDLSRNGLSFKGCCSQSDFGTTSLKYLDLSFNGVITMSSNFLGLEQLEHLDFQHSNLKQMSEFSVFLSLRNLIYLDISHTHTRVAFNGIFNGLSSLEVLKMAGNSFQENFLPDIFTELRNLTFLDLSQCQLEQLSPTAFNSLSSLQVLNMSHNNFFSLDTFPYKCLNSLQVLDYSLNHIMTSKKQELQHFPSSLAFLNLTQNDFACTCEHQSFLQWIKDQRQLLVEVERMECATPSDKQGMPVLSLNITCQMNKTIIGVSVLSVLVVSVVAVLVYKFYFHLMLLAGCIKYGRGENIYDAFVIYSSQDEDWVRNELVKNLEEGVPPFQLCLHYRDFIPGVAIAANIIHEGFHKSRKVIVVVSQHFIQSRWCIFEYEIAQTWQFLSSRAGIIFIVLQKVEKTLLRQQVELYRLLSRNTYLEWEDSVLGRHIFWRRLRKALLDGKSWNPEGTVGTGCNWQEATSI
Target sequence (Q99836 whole entry, looked up): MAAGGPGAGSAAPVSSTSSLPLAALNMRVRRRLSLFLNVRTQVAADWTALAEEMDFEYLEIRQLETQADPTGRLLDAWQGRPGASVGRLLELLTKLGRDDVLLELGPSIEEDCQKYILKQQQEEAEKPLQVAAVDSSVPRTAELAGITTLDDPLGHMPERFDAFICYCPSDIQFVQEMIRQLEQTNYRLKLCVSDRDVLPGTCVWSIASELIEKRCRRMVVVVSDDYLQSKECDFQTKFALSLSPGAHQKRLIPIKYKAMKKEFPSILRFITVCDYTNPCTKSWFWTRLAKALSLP
G6PDH counter – L. mesenteroides G6PDH inhibitors, counter-screen for G6PDH-coupled screening assays, biochemical, Leuconostoc mesenteroides enzyme. AID 1020, 2008. 0.12% of 200,000 active. inhibition, % at 5 µM. glucose-6-phosphate dehydrogenase [Leuconostoc mesenteroides]. Purified L. mesenteroides G6PDH, diaphorase/resazurin coupled fluorescence, 45 min; in the data active means inhibition above about 50%
FLuc inhib CS – firefly luciferase enzyme inhibitors, primary screen, artefact control for luciferase-based inhibitor screens, biochemical, luminescence, ATPLite | 10 min | 1.5% of 200,000 active | inhibition, % at 10 µM | Luciferin 4-monooxygenase (Photinus pyralis), P08659;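 active means inhibition above about 50% when tested at 10 µM, limit read from the data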
Diaphorase act – compounds boosting diaphorase resazurin reduction – biochemical, uHTS, resorufin fluorescence, counter-screen for diaphorase-coupled primary assays, primary screen | Diaphorase/resazurin coupled assay, 16 min; active compounds read high; 1 = vehicle wells, 0 = NADH-free wells | activation factor at 20 µM | 0.005% of 190,000 active | AID 1229, 2008;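 active means diaphorase activity raised at least twofold by the compound at 20 µM; inactive means activation factor below 2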
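Assay system: Purified diaphorase enzyme from Clostridium kluyveri | Amount: Enzyme 0.07 U/mL final | Dosing: Compound 20 µM once, DMSO 1% | Timing: 16 min reaction at room temperature | Detection: Fluorescence, excitation 544 nm and emission 590 nm | Evaluation: Higher resorufin formation from activation or reduction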
Diaph inh CS – diaphorase inhibitors and chemical oxidizers, primary screen, counter-screen for diaphorase-coupled primary assays, biochemical, uHTS, resorufin fluorescence | diaphorase resazurin-to-resorufin fluorescence, NADH, 16 min; bacterial (C. kluyveri) enzyme, not human | inhibition, % at 20 µM | 0.69% of 190,000 active | AID 1217, 2008;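 active means primary screen inhibition at 20 µM above a set limit, cut at about 50% in these data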;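 further: plate controls were DMSO with full reaction for no effect and wells lacking NADH for full effect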
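Assay system: diaphorase enzyme from Clostridium kluyveri. Quantity: enzyme working solution with 0.14 U/mL diaphorase. Schedule: reaction incubation of 16 min at room temperature. Technique: resorufin fluorescence, excitation 544 nm, emission 590 nm. Controls: No-NADH positive control and DMSO neutral control.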
FLuc stim CS – FLuc activators, initial screening, artefact control for FLuc-dependent activation tests, biochemical, ATPlite luminescence | 200,000 tested, under 10 active | AID 1027, 2008 | Luciferin 4-monooxygenase (Photinus pyralis), P08659 | ATPlite luciferase biochemical, 10 min; 0 = ATP-free wells, 1 = DMSO control | activation factor at 10 µM;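 active means luciferase activation factor, scaled between plate controls, of at least 2 with compound at 10 µM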
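System: Luciferase/luciferin detection reagent, cell-free biochemical luciferase assay | Medium: PBS buffer for ATP | Dosing: Test compounds dosed from 2 mM stocks in 100% DMSO | Timing: 10 min at ambient temperature | Signal: Luminescence measurement of luciferase light output | Evaluation: Luciferase activation, seen as luminescence increase over controls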
NF-kB neuron act – activators of NF-kB expression in neurons, primary screen, cell-based, HTS | human neuronal cells, NF-kB reporter expression; active compounds read high | fold change at 12.5 µM | 1.6% of 190,000 active; in the data active means fold change above about 3.3
APP 5'UTR act – activators of APP 5'UTR luciferase reporter, primary screen, SH-SY5Y cells; AID 1276, 2008; SH-SY5Y APP 5'UTR luciferase reporter, luminescence; zero percent = DMSO vehicle wells; activation, % at 2 µM; 1% of 190,000 active;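 active means activation above a set limit, based on mean plus 3 SD of controls, cut at about 140% in these data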; further: values of inactives mirror those of a sister screen read the other way
* hit, by the source's call; · = not tested or not shown.

structure,APP 5UTR inh,STAT1 activator,TLR4-MyD88 BLA,G6PDH counter,FLuc inhib CS,Diaphorase act,Diaph inh CS,FLuc stim CS,NF-kB neuron act,APP 5'UTR act
Cc1onc(-c2ccccc2Cl)c1C(=O)OCC(=O)c1ccc2c(c1)OCCO2,-7,96,-6,6,15,0.9,6,0.8,0.86,7
CCOC(=O)Nc1cccc(OCC(=O)Nc2ccccc2OCC)c1,-3,101,-8,-2,-8,0.9,15,1.1,0.96,3
O=C(COC(=O)c1ccc(O)cc1)Nc1ccc(OC(F)F)cc1,-15,102,2,0,-4,0.9,11,1,1.5,15
CN(C)c1ccc(NC2=C([N+](=O)[O-])CS(=O)(=O)C2)cc1,-13,99,13,2,0,1,0,1,1.1,13
CC1=C(C(=O)Nc2cccnc2)C(c2ccc(C(C)C)cc2)n2ncnc2N1 (stereo unspecified),16,98,-12,1,-5,0.9,8,1,0.89,-16
CC(C)(C)[C@@H]1C=C(C(=O)O)O[C@H](OCc2ccc(CO)cc2)C1,-6,107,-8,9,-10,0.9,14,1.1,1,6
CC(=O)Nc1ccc(S(=O)(=O)Nc2ccc3c(c2)OCCO3)cc1,-15,82,12,-1,-3,0.9,15,1,0.77,15
Nc1nc(-c2ccc3c(c2)CCCC3)cs1,-95,136*,8,9,58*,1.1,-12,0.4,5.3*,95
Fc1ccc(C2CCCN2Cc2nc(-c3cnccn3)no2)cc1 (stereo unspecified),-4,97,-14,-3,-3,1,3,1,1.4,4
O=C(COC(=O)CCc1nc2ccccc2s1)Nc1ccc(Cl)cn1,4,97,6,8,0,0.6,36,1,0.96,-4
CN(CC(=O)Nn1cnnc1)S(=O)(=O)c1ccc(Br)cc1,13,101,6,10,-4,0.8,15,1,0.93,-13
O=C(O)Cc1ccc(NC(=O)CCN2C(=O)c3ccc([N+](=O)[O-])cc3C2=O)cc1,6,102,-27,10,4,1,5,1,1.1,-6

Next part, starting with the last 4 of the part before.
structure,APP 5UTR inh,STAT1 activator,TLR4-MyD88 BLA,G6PDH counter,FLuc inhib CS,Diaphorase act,Diaph inh CS,FLuc stim CS,NF-kB neuron act,APP 5'UTR act
Fc1ccc(C2CCCN2Cc2nc(-c3cnccn3)no2)cc1 (stereo unspecified),-4,97,-14,-3,-3,1,3,1,1.4,4
O=C(COC(=O)CCc1nc2ccccc2s1)Nc1ccc(Cl)cn1,4,97,6,8,0,0.6,36,1,0.96,-4
CN(CC(=O)Nn1cnnc1)S(=O)(=O)c1ccc(Br)cc1,13,101,6,10,-4,0.8,15,1,0.93,-13
O=C(O)Cc1ccc(NC(=O)CCN2C(=O)c3ccc([N+](=O)[O-])cc3C2=O)cc1,6,102,-27,10,4,1,5,1,1.1,-6
COc1ccccc1N(Cc1ccccc1)S(=O)(=O)c1cc(C(=O)O)ccc1Cl,8,103,-1,5,0,0.9,10,1,1.1,-8
CCOC(=O)c1c(NC(=O)CSc2nc3ccccc3c(=O)n2-c2ccc(F)cc2)sc(C(C)=O)c1C,-11,100,6,-6,2,0.9,9,1,1.2,11
Cc1ccc(O)c(C(=O)c2cnc3c(c2)COc2ccccc2-3)c1,-9,95,-9,4,-5,0.9,6,1,1.5,9
Cn1c(NC(=O)Cc2ccc(F)cc2)cc(=O)n(C)c1=O,-4,101,11,1,5,1.2,-17,0.9,0.95,4
O=C(CN1CCCCC1)Nc1ccccc1NC(=O)CN1CCCCC1,-4,100,5,32,-4,1.1,-8,1,0.92,4
COc1ccc2c(CC(=O)OCC(=O)Nc3sc4c(c3C#N)CCC(C)C4)coc2c1 (stereo unspecified),-2,108,8,-16,1,0.9,6,1,1.2,1
Cc1nn(-c2ccccc2)c(C)c1C(=O)NCc1cccs1,-17,98,-12,7,-3,0.9,5,1,1.2,17
Cc1ccccc1NC(=O)C(C)c1cccc(C(=O)c2ccccc2)c1 (stereo unspecified),-10,91,-9,5,-4,1,5,1,0.87,10
CC1CN(c2snnc2C=C2C(=O)OC(C)(C)OC2=O)CC(C)O1 (stereo unspecified),-30,102,-15,2,-1,1,-2,1,1.1,30
Cc1ccc(NC(=O)c2cc(F)c(F)cc2Cl)nc1,-128,124,3,13,35,1,-5,0.6,2.8,128
O=S(=O)(CCSc1nc2ccccc2o1)Cc1ccccc1,25,102,5,12,0,1,2,1,1.2,·
Cc1ccc(C(=O)c2cn(-c3ccc(F)c(Cl)c3)nn2)cc1,-2,104,6,1,1,1,-2,1,1.2,3
O=C(NCCN1C(=O)S/C(=C\c2cccs2)C1=O)c1ccc(=O)[nH]c1,-3,104,-8,3,-5,0.9,14,1,1.1,3
CC[n+]1c(/C=C/c2ccc(N(C)C)cc2)ccc2ccccc21,-2,72,1,4,29,1,-1,0.7,0.84,2
CCOC(=O)Cc1c(Cl)c2ccccc2[nH]c1=O,-24,108,-11,6,-4,0.9,6,1,0.84,24
CCCCN1C(=O)CCC(C(=O)O)C1c1ccc(OC)cc1 (stereo unspecified),-2,107,6,8,0,1.1,-7,1,1.1,2
COC(=O)Cc1cc(=O)[nH]c(/N=C(\N)Nc2ccc(C)cc2C)n1,-3,103,2,6,-2,1.1,-6,1,1.1,3
O=C(Nc1ccccc1)c1ccc[nH]1,-19,93,5,5,-4,1,2,1,1.1,19
CC(=O)CSc1nnc2cc(C)c3ccccc3n12,-1,104,5,2,-4,0.9,14,1,1.4,1
CCNc1nc(NCC)nc(N/N=C/c2ccc([N+](=O)[O-])o2)n1,2,102,1,8,0,0.9,15,1,0.7,-2
Cc1ccc(CSc2nnc(-c3cccs3)n2C)cc1,-31,115,-7,-1,4,0.9,6,1,1.4,31
COc1ccc(S(=O)(=O)N(C)CC(=O)Nc2ccccc2C(F)(F)F)cc1,26,99,7,1,-1,1,0,1,1.2,·
O=C(O)c1ccc(Cl)c(S(=O)(=O)Nc2cccc(C(=O)Nc3cccc(C(F)(F)F)c3)c2)c1,-2,101,-2,12,-2,0.8,17,1,1.3,2
CCOc1ccc(N2CC(C(=O)Nc3cccc(C)c3C)CC2=O)cc1 (stereo unspecified),16,104,-11,11,-6,1.2,-15,1.1,1,-16
COc1cc(/C=C2/S/C(=N/S(=O)(=O)c3ccccc3)NC2=O)c([N+](=O)[O-])cc1OC,11,104,5,4,-2,0.8,18,1,1.1,-11
Cc1ccc(C(C)C)c(OCc2ccc(C(=O)N/N=C/c3ccc(O)cc3O)cc2)c1,75*,111,8,-50,-8,1,1,1.1,0.65,-75
O=C(CN1CCN(c2ccccn2)CC1)Nc1ccc(Cl)c(C(F)(F)F)c1,-14,103,-3,8,-5,0.8,22,1,1.1,13
O=c1cc(CN2CCN(c3ccccc3O)CC2)nc2sccn12,-8,87,-6,9,-3,0.9,11,1,0.6,8
COc1ccccc1C1/C(=C(/O)c2ccc(C)cc2)C(=O)C(=O)N1CCN1CCOCC1 (stereo unspecified),2,96,-9,-3,-5,0.9,10,1.1,1.1,-2
COc1cccc(NC(=O)Cc2cccs2)c1,-1,106,-7,5,0,0.8,17,1,1.2,1
CCOC(=O)c1c(N)n(-c2ccc(N)cc2)c2nc3ccccc3nc12,12,95,-21,2,1,0.9,12,1,0.62,-12
CC1CCN(CCNC(=O)C2CCCN(S(=O)(=O)c3cccc4nonc34)C2)CC1 (stereo unspecified),5,101,-1,3,-5,0.9,8,1.1,1.1,-5
CC(=O)N1CCC(=NNC(=O)CSc2cc(C)c(Br)cc2C)CC1,2,106,-4,1,0,0.9,7,1,1,-2
Cc1ccccc1C(=O)N1CCC(C(=O)Nc2nccs2)CC1,-15,91,11,12,-4,0.9,8,1,1,15
CCc1ccc2[nH]c(=O)c(C(c3nnnn3Cc3ccco3)N3CCC(C)CC3)cc2c1 (stereo unspecified),11,97,-2,-2,-5,0.7,32,1.1,1.1,-11
Cc1cc(NC(=O)c2cc(-c3ccccn3)nc3ccccc23)no1,28,94,-2,-5,-6,0.9,15,1.1,0.92,-28
CC1(C)CC(=O)C(/C=N/c2ncccc2C(=O)O)=C(O)C1,4,107,4,6,3,1,0,1,1.2,-4
Cc1ccc(SCC(=O)N2CC(C)OC(C)C2)cc1 (stereo unspecified),-6,97,4,-6,0,0.9,11,1,1,6
O=C(OCc1nnc(-c2ccccc2)o1)c1ccc(Cl)cc1,-8,102,-5,14,-7,1.2,-15,1.1,1.2,8
